HSP90 refold inh: HSP90 refolding inhibition in rabbit reticulocyte lysate; luciferase refolding luminescence, 3 h; inhibition, % at 5.6 µM; actives 0.91% (n = 290,000); AID 1789;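 active = inhibition above the screen-wide mean plus 3 SD, computed separately per campaign, cut at about 16% in these data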;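 note: 0% = DMSO wells and 100% = 60 µM geldanamycin wells; inhibitors lower the luminescence because luciferase stays unfolded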
HSF-1 act: increases HSF-1 driven luciferase reporter signal; NIH3T3-HGL HSF-1 luciferase reporter, MG132, 8 h; 100% = twice DMSO control signal; activation, % at 9 µM; actives 1.7% (n = 300,000);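 active = mean replicate activation of at least 50% with a set share of replicates each reaching 50%; inconclusive = only one of those two conditions met; inactive = mean below 50% and too few replicates reaching it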;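 note: 0% = median of the neutral control wells and 100% = twice that signal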
Platelet DG rel: platelet dense granule release activity. human platelet-rich plasma, SFLLRN dense granule ATP release, luminescence. inhibition, %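 (compounds screened at 7.5 µM in platelet-rich plasma)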. actives 0.22% (n = 300,000). AID 1663;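 active = mean replicate score, as percent of positive control, at or above 50; inconclusive = mean below 50 but at least one replicate at or above 50; inactive = mean and every replicate below 50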
HSF1 inh: HSF1 inhibition. actives 0.77% (n = 300,000). NIH3T3-HGL HSE-luciferase, MG132-induced, luminescence 8 h; active compounds read low. AID 2098. activity change, negative = inhibition, % at 7.5 µM (by protocol);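 active = more than half of replicate wells show activity change below -50%, luminescence cut by over half; inconclusive = some wells, but at most half, below -50%; inactive = no replicate well below -50%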;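 note: luciferase reports HSF-1 transcriptional activity via heat shock element; 0% = median of DMSO wells and -100% = zero luminescence signal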
IEC-6 tox: counter-screen for KLF5 inhibitors: cytotoxicity in IEC-6 cells; IEC-6 cytotoxicity, luminescence viability; inhibition, % at 5 µM; actives 0.78% (n = 290,000); in the data active = inhibition above about 22%;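 note: 0% = plate median of test compound wells and 100% = cytotoxic reference compound wells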
HIF act: HIF pathway transcriptional activation; U2OS HRE-luciferase reporter, luminescence; normalized: DMSO 0%, desferrioxamine 100%; activation, % at 7.5 µM (by protocol); actives 0.32% (n = 300,000); AID 1910;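 active = mean activation of at least 10% of the iron chelator positive control signal, with at least half of replicates also reaching 10%; inconclusive = mean and replicate majority disagree about reaching 10%; inactive = mean and most replicates under 10%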
HDAC3 inh: human HDAC3 inhibition; O15379; recombinant HDAC3, fluorogenic peptide/trypsin coupled, fluorescence; inhibition, % at 8.3 µM; actives 0.15% (n = 320,000); in the data active = inhibition above about 26%, passing the limit was not always enough; inconclusive = no clear call, values can overlap the other calls
Target sequence (O15379 whole entry, looked up): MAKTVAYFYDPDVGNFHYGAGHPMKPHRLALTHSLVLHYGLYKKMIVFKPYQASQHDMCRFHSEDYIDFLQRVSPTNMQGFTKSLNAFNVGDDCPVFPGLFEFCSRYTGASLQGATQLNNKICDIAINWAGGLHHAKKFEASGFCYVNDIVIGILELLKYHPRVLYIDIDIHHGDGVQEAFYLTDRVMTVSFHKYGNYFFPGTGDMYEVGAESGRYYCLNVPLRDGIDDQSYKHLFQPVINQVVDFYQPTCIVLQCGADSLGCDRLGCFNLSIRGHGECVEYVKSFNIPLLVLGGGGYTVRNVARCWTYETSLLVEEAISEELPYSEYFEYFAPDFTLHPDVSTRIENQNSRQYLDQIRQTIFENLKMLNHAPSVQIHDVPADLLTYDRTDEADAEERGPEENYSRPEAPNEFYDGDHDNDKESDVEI
AI-2 QS mod: modulators of Vibrio harveyi AI-2 quorum sensing system | Vibrio harveyi JMH597 AI-2 luminescence/OD600 ratio, 9 h; active compounds read low; strain lacks LuxN and CqsS sensors; 0 = neutral-control median | activity change, % at 7.5 µM | actives 0.4% (n = 300,000) | AID 2094; in the data active = activity change below about -75%, passing the limit was not always enough; inconclusive = no clear call, values can overlap the other calls;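 note: luminescence divided by OD600 gain over 9 h not by final OD600 alone; inactives centre near 13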
KLF5 inhibitor: suppresses KLF5 promoter-driven expression. DLD-1 KLF5 promoter-luciferase reporter, luminescence. actives 0.23% (n = 290,000). inhibition, % at 5 µM. AID 1700;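 active = inhibition above a per-plate limit of that plate's mean compound inhibition plus 3 SD, cut at about 60% in these data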;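 note: 0% = DMSO wells and 100% = LY294002 at 200 µM; higher means less KLF5 promoter-driven luciferase light; inactives centre near -14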
aSyn UTR inh: MLPCN primary screen, SNCA 5' untranslated region | alpha-synuclein 5'UTR reporter, inhibitor activity | inhibition, % (tested at 7.5 µM) | actives 0.82% (n = 300,000); in the data active = inhibition above about 60%; inconclusive = no clear call, values can overlap the other calls;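 note: H4 neuroglioblastoma cells stably carrying SNCA 5'UTR luciferase fusion; 0% = DMSO wells and 100% = positive control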
* hit, by the source's call.

Cc1nnc(-c2ccc(Oc3ccc(C)c(C)c3)c([N+](=O)[O-])c2)o1 was read as HSP90 refold inh 0, HSF-1 act -20, Platelet DG rel -3, HSF1 inh -12, IEC-6 tox 2, HIF act -0.2, HDAC3 inh 9, AI-2 QS mod -39, KLF5 inhibitor -12 and aSyn UTR inh 11.
For COc1ccc(CNC(=O)c2sccc2C)cc1 the results were HSP90 refold inh -2, HSF-1 act 48, Platelet DG rel 0, HSF1 inh 33, IEC-6 tox -6, HIF act 1.9, HDAC3 inh 0, AI-2 QS mod 20, KLF5 inhibitor -11 and aSyn UTR inh -15.
Screening CCOC(=O)N1CCC(NC(=O)c2ccc3c(c2)N(C)CCS3)CC1 returned HSP90 refold inh 7, IEC-6 tox 1, HDAC3 inh -11 and KLF5 inhibitor -4.
For CC(C)(C)NC(=O)C1CC(=O)OC1(C)C (stereo not drawn) the results were HSP90 refold inh 1, HSF-1 act -7, Platelet DG rel -6, HSF1 inh -1, IEC-6 tox 0, HIF act -0.1, HDAC3 inh 3, AI-2 QS mod 20, KLF5 inhibitor 8 and aSyn UTR inh 0.
Cc1ccc(C(=O)C2CCN(CC(=O)NC3CCCC3)CC2)cc1 was read as HSP90 refold inh 1, HSF-1 act 14, Platelet DG rel 0, HSF1 inh 1, IEC-6 tox -1, HIF act 0.0, HDAC3 inh 12, AI-2 QS mod 12, KLF5 inhibitor -20 and aSyn UTR inh 21.
Screening S=c1[nH]nc(C23CC4CC(CC(C4)C2)C3)n1Cc1ccco1 returned HSP90 refold inh 2, Platelet DG rel 1, IEC-6 tox 5, HIF act -0.3, HDAC3 inh 8, AI-2 QS mod 24, KLF5 inhibitor -30 and aSyn UTR inh 25.
Screening COc1ccc(C2C(C(=O)c3ccco3)=C(O)C(=O)N2CCOCCO)cc1OC (stereo not drawn) returned HSP90 refold inh 1, HSF-1 act -2, Platelet DG rel 5, HSF1 inh -3, IEC-6 tox 0, HIF act -0.3, HDAC3 inh 4, AI-2 QS mod 37, KLF5 inhibitor -32 and aSyn UTR inh 15.
Screening CC(=O)c1cccc(Nc2cc(C)nc3c(C)cccc23)c1 returned HSP90 refold inh 6, HSF-1 act -25, Platelet DG rel 18, HSF1 inh -10, IEC-6 tox 6, HIF act 0.1, HDAC3 inh 6, AI-2 QS mod 3, KLF5 inhibitor -23 and aSyn UTR inh -11.
CCOCCCNC(=O)CN1C(=O)/C(=C/c2ccccc2)Sc2ccccc21 was read as HSP90 refold inh 4, HSF-1 act 15, Platelet DG rel 10, HSF1 inh 19, IEC-6 tox -2, HIF act -0.7, HDAC3 inh 1, AI-2 QS mod 32, KLF5 inhibitor 7 and aSyn UTR inh -11.
O=C1CC(Cc2ccc(Cl)cc2)C(=O)N1c1cc(Cl)ccn1 (stereo not drawn) was read as HSP90 refold inh -2, HSF-1 act -4, Platelet DG rel 7, HSF1 inh -4, IEC-6 tox -4, HIF act -0.3, HDAC3 inh -4, AI-2 QS mod -12, KLF5 inhibitor -22 and aSyn UTR inh 14.
Screening Cc1cccc(C(=O)n2c(=S)nc3cc(C)ccn32)c1 returned HSP90 refold inh 18*, HSF-1 act -16, Platelet DG rel 30, HSF1 inh -17, IEC-6 tox 5, HIF act -0.1, HDAC3 inh -6, AI-2 QS mod -1, KLF5 inhibitor -117 and aSyn UTR inh -60.
Screening CCOc1ccccc1CN1CCN(C2CCSCC2)CC1CCO (stereo not drawn) returned HSP90 refold inh 2, HSF-1 act 1, Platelet DG rel 7, HSF1 inh -1, IEC-6 tox 3, HIF act -0.2, HDAC3 inh 0, AI-2 QS mod 14, KLF5 inhibitor 14 and aSyn UTR inh -15.

In the list so far, 2 have a furan ring, fused or not.
Screening S=c1[nH]nc(C23CC4CC(CC(C4)C2)C3)n1Cc1ccco1 returned HSP90 refold inh 2, Platelet DG rel 1, IEC-6 tox 5, HIF act -0.3, HDAC3 inh 8, AI-2 QS mod 24, KLF5 inhibitor -30 and aSyn UTR inh 25.
Screening COc1ccc(C2C(C(=O)c3ccco3)=C(O)C(=O)N2CCOCCO)cc1OC (stereo not drawn) returned HSP90 refold inh 1, HSF-1 act -2, Platelet DG rel 5, HSF1 inh -3, IEC-6 tox 0, HIF act -0.3, HDAC3 inh 4, AI-2 QS mod 37, KLF5 inhibitor -32 and aSyn UTR inh 15.

The results go on:
`CCn1c(-c2csc(C(C)C)c2)n[nH]c1=S` gave HSP90 refold inh -2, HSF-1 act 32, Platelet DG rel -8, HSF1 inh 1, IEC-6 tox 1, HIF act 0.0, HDAC3 inh -2, AI-2 QS mod -16, KLF5 inhibitor -12 and aSyn UTR inh 10.
Screening CCC(=O)NCCc1c[nH]c2ccccc12 returned HSP90 refold inh 6, HSF-1 act -15, Platelet DG rel -1, HSF1 inh 0, IEC-6 tox -2, HIF act -0.4, HDAC3 inh 1, AI-2 QS mod 4, KLF5 inhibitor 11 and aSyn UTR inh -9.
Screening COC(=O)c1ccccc1NC(=O)N1CCN(c2ccc(OC)cc2)CC1 returned HSP90 refold inh -1, HSF-1 act -11, Platelet DG rel -3, HSF1 inh -8, IEC-6 tox 4, HIF act -0.1, HDAC3 inh 0, AI-2 QS mod 5, KLF5 inhibitor -28 and aSyn UTR inh 6.
COC(=O)C(=C/C=C/c1cccnc1)C(=O)OC was read as HSP90 refold inh 1, HSF-1 act -28, Platelet DG rel -4, HSF1 inh -15, IEC-6 tox -1, HIF act 0.1, HDAC3 inh 7, AI-2 QS mod -2, KLF5 inhibitor -28 and aSyn UTR inh -59.
Screening O=C(COc1nncc2ccccc12)NCC(F)(F)F returned HSP90 refold inh 2, HSF-1 act -14, Platelet DG rel 4, HSF1 inh -4, IEC-6 tox 5, HIF act 0.4, HDAC3 inh -4, AI-2 QS mod 9, KLF5 inhibitor -37 and aSyn UTR inh -9.
For COc1ccc(-c2nc(S(=O)(=O)c3ccccc3)c(N3CCOCC3)o2)cc1 the results were HSP90 refold inh -1, Platelet DG rel -3, IEC-6 tox -5, HIF act 0.1, HDAC3 inh -14, AI-2 QS mod 8, KLF5 inhibitor 3 and aSyn UTR inh 17.
O=C(c1ccc(Oc2ccc(C(F)(F)F)cc2[N+](=O)[O-])cc1)N1CCOCC1 was read as HSP90 refold inh 1, HSF-1 act 3, Platelet DG rel -18, HSF1 inh -3, IEC-6 tox -7, HIF act -0.6, HDAC3 inh -1, AI-2 QS mod 6, KLF5 inhibitor -33 and aSyn UTR inh -6.
Screening COC(=O)C(O)(CC(=O)Nc1ccccc1OC)C(F)(F)F (stereo not drawn) returned HSP90 refold inh -3, HSF-1 act 7, Platelet DG rel 3, HSF1 inh -3, IEC-6 tox 2, HIF act -0.7, HDAC3 inh 0, AI-2 QS mod 17, KLF5 inhibitor -7 and aSyn UTR inh -24.
For Cc1ccc(C(=O)Nc2ccc3c(c2)OCCO3)c(Cl)c1 the results were HSP90 refold inh 59*, HSF-1 act 0, Platelet DG rel 10, HSF1 inh -7, IEC-6 tox 3, HIF act -5.4, HDAC3 inh 1, AI-2 QS mod 28, KLF5 inhibitor 78* and aSyn UTR inh 80*.
For CN1C=CC=C/C1=C1\SC(=S)N(CC(=O)O)C1=O the results were HSP90 refold inh 1, HSF-1 act 3, Platelet DG rel 5, HSF1 inh 0, IEC-6 tox -3, HIF act -0.4, HDAC3 inh 11, AI-2 QS mod 8, KLF5 inhibitor -35 and aSyn UTR inh 22.
`COc1ccc(C)cc1S(=O)(=O)n1nc(C)cc1C` gave HSP90 refold inh 1, HSF-1 act -5, Platelet DG rel -1, HSF1 inh -8, IEC-6 tox -1, HIF act 0.3, HDAC3 inh 2, AI-2 QS mod 4, KLF5 inhibitor -10 and aSyn UTR inh -7.
Screening O=C(Cc1ccc(Cl)cc1Cl)Nc1ccncc1Cl returned HSP90 refold inh -2, HSF-1 act -10, Platelet DG rel 27, HSF1 inh -10, IEC-6 tox 7, HIF act 0.8, HDAC3 inh 5, AI-2 QS mod 14, KLF5 inhibitor -5 and aSyn UTR inh -3.
Screening O=[N+]([O-])c1cccc(-c2csc(N/N=C/c3cccc(O)c3)n2)c1 returned HSP90 refold inh 2, HSF-1 act 4, Platelet DG rel 5, HSF1 inh 0, IEC-6 tox 6, HIF act 1.3, HDAC3 inh inconclusive, AI-2 QS mod 21, KLF5 inhibitor 8 and aSyn UTR inh -216.
`O=C(Nc1ccc2ncccc2c1)c1cccc(Br)c1` gave HSP90 refold inh -2, HSF-1 act inconclusive, Platelet DG rel -2, HSF1 inh 30, IEC-6 tox 7, HIF act 2.0, HDAC3 inh 0, AI-2 QS mod -1, KLF5 inhibitor -157 and aSyn UTR inh -375.
`CC1CC(C)CN(C(=S)Nc2ccc3nc4n(c(=O)c3c2)CCCCC4)C1` (stereo not drawn) gave HSP90 refold inh -2, HSF-1 act -3, Platelet DG rel -4, HSF1 inh -10, IEC-6 tox -2, HIF act -0.7, HDAC3 inh 1, AI-2 QS mod 32, KLF5 inhibitor -33 and aSyn UTR inh -1.
For C/C(=N\Nc1ccc(Cl)c(C(=O)O)c1)c1cccc([N+](=O)[O-])c1 the results were HSP90 refold inh 18*, HSF-1 act 6, Platelet DG rel 1, HSF1 inh 1, IEC-6 tox 0, HIF act 1.2, HDAC3 inh 1, AI-2 QS mod 9, KLF5 inhibitor -72 and aSyn UTR inh -17.
Cc1ccc(S(=O)(=O)N2CCC(=O)N(CCOC(=O)Nc3cc(C)cc(C)c3)CC2)cc1 was read as HSP90 refold inh -3, HSF-1 act 3, Platelet DG rel -2, HSF1 inh -4, IEC-6 tox -1, HIF act -1.3, HDAC3 inh 12, AI-2 QS mod -1, KLF5 inhibitor 1 and aSyn UTR inh 6.
For CC(C)(C)NC(=O)C(c1ccncc1)N(C(=O)c1csnn1)c1ccccc1 (stereo not drawn) the results were HSP90 refold inh 4, HSF-1 act 6, Platelet DG rel -9, HSF1 inh 8, IEC-6 tox 1, HIF act -0.1, HDAC3 inh 0, AI-2 QS mod 26, KLF5 inhibitor 27 and aSyn UTR inh -18.
`Fc1ccccc1Nc1nc(-c2ccncc2)nc2ccccc12` gave HSP90 refold inh -5, HSF-1 act -16, Platelet DG rel 4, HSF1 inh -17, IEC-6 tox 5, HIF act -0.3, HDAC3 inh 5, AI-2 QS mod 15, KLF5 inhibitor -16 and aSyn UTR inh 10.
Screening O=C(O)CC(CC(=O)Nc1ccccc1C(=O)O)c1ccccc1 (stereo not drawn) returned HSP90 refold inh -3, HSF-1 act 2, Platelet DG rel 1, HSF1 inh 2, IEC-6 tox 4, HIF act 0.0, HDAC3 inh 4, AI-2 QS mod 16, KLF5 inhibitor 13 and aSyn UTR inh -6.
For Cc1cc(N/N=C/c2ccc(O)cc2O)nc(-c2ccccc2O)n1 the results were HSP90 refold inh -2, HSF-1 act 10, Platelet DG rel -8, HSF1 inh 6, IEC-6 tox 1, HIF act 21*, HDAC3 inh -13, AI-2 QS mod inconclusive, KLF5 inhibitor 35 and aSyn UTR inh 75*.
For Cc1ccccc1/C=N/n1c(-c2cc(-c3ccccc3)n[nH]2)n[nH]c1=S the results were HSP90 refold inh 2, HSF-1 act -17, Platelet DG rel -6, HSF1 inh -10, IEC-6 tox 2, HIF act -0.2, HDAC3 inh -1, AI-2 QS mod 2, KLF5 inhibitor 10 and aSyn UTR inh -3.

Bioassay records (PubChem)
